mIAP act: increases mouse intestinal alkaline phosphatase activity; muIAP, CDP-Star luminescence, 30 min; active compounds read high; 1 = vehicle-only enzyme signal, 0 = enzyme-free wells; 330,000 tested, 0.24% active; activation factor at 10 µM;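 active = activation factor of at least 2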; note: the source names both 10 and 20 µM as test concentration; values of inactives mirror those of a sister screen read the other way
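Assay system: mouse IAP enzyme; reagent: chemiluminescent substrate CDP-Star; dosing: test compounds delivered from DMSO solution; schedule: 30 min at room temperature; measured by: luminescence from enzymatic CDP-Star hydrolysis; controls: DMSO-only wells and no-enzyme negative control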
SENP1 FRET inh: inhibitors of human SENP1 SUMO protease catalytic domain; recombinant SENP1 catalytic domain, CyPet-SUMO1-YPet FRET cleavage; inhibition, % at 10 µM; 360,000 tested, 0.21% active;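 active = inhibition at least 30% at 10 µM, raw YFP signal under a set limit, fluorescence ratio 0.5 to 1.5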;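 note: 0% = enzyme with DMSO and 100% = no enzyme wells; some results filed as inactive read as strong as hits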
Target sequence (Q9P0U3 419-644 limits assumed): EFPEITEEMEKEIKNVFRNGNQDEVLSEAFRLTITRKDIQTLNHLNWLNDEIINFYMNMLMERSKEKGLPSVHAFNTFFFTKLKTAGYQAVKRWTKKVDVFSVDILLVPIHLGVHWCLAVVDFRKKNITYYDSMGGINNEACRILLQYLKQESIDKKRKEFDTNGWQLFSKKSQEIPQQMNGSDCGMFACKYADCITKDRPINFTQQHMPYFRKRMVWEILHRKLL
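Assay system: hSENP1 catalytic domain, recombinant. Amount: SENP1 enzyme, 20 pM final. Schedule: 50 min reaction, RT, dark. Technique: FRET, CFP and YFP emission. Control set: no-enzyme wells low, DMSO-plus-enzyme wells high control.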
hIAP activ: human IAP activation; P09923; purified human IAP, CDP-Star luminescence, 30 min; active compounds read high; 1 = vehicle-only enzyme, 0 = enzyme-free background; activation factor at 10 µM; 330,000 tested, 0.16% active; AID 2524;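 active = activation factor of the enzyme at least 2-fold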; note: the source names both 10 and 20 µM as test concentration; values of inactives mirror those of a sister screen read the other way
Target sequence (P09923 whole entry, looked up): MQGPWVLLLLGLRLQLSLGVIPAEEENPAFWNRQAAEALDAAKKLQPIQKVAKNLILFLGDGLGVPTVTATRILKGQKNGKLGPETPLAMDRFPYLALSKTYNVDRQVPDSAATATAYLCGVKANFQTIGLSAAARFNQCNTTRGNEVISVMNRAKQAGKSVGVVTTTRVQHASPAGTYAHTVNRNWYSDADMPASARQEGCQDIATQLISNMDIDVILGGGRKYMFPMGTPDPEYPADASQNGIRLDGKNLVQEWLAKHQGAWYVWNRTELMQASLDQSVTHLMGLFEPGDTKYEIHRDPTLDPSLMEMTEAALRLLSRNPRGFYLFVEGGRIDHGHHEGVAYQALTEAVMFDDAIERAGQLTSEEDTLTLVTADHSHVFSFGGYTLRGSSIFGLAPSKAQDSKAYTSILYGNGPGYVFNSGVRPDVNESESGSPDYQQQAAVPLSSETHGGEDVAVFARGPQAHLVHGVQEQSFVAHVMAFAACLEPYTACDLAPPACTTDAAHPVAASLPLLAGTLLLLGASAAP
A3A deaminase: inhibitors of human APOBEC3A DNA deaminase; P31941; recombinant A3A, FAM/TAMRA ssDNA deamination fluorescence; inhibition, % at 20 µM; 330,000 tested, 0.41% active; AID 493011;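 active = at least 40% inhibition at 20 µM here, with at most 30% in a related deaminase screen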;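 note: plate controls were A3A with DMSO for no effect and wells lacking A3A enzyme for full effect; some results filed as inactive read as strong as hits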
Target sequence (P31941 whole entry, looked up): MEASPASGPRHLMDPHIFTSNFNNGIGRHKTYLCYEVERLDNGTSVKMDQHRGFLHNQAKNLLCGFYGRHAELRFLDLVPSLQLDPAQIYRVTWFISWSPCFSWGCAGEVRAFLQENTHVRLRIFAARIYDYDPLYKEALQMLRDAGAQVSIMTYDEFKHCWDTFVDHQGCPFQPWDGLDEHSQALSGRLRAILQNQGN
A3G deaminase: inhibitors of human APOBEC3G DNA deaminase; Q9HC16; recombinant A3G, ssDNA deamination FAM/TAMRA fluorescence; inhibition, % at 20 µM; 330,000 tested, 0.28% active;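 active = inhibition of at least 40% at 20 µM, with no more than 30% in the related APOBEC3A deaminase screen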;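 note: plate controls were DMSO wells with A3G for no effect and wells lacking A3G enzyme for full effect; some compounds called inactive have numbers as strong as hits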
MIN6 prolif: MIN6 beta-cell proliferation induction; MIN6 cells proliferation, ATPlite luminescence, 48 h; cells starved in 0.2% serum; 100% = growth in 10% serum; proliferation, % at 10 µM; 330,000 tested, 0.29% active; AID 2380;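 active = compounds whose signal lies at least 3.5 SD above the mean of all wells on their plate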;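 note: 0% = DMSO-treated cells in low-serum medium and 100% = 10% serum control; some compounds called inactive have numbers as strong as hits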
NLRP3 yeast inh: inhibitors of NALP3 inflammasome in yeast. Yeast reconstituted NLRP3/ASC/caspase-1, beta-gal luminescence, 24 h. inhibition, % at 10 µM. 330,000 tested, 0.39% active;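 active = inhibition of 50% or more; inactive = inhibition below 50%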;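 note: plate controls were induced DMSO wells for no effect and uninduced yeast grown without galactose for full effect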
hIAP block: human IAP inhibition; AID 2544; inhibition, % at 10 µM; purified IAP, CDP-Star luminescence, 30 min; 330,000 tested, 0.12% active; P09923;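 active = inhibition reaching a set limit with compound at 10 µM in the primary screen, cut at about 35% in these data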;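 note: plate controls were DMSO wells with enzyme for no effect and no-enzyme buffer wells for full effect; values of inactives mirror those of a sister screen read the other way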
mIAP inh: blocks mouse intestinal alkaline phosphatase. purified mouse IAP, CDP-Star luminescence, 30 min. inhibition, % at 10 µM. 330,000 tested, 0.2% active;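 active = inhibition of at least 40% at 10 µM in the primary screen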;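 note: plate controls were DMSO with enzyme for no effect and no enzyme wells for full effect; values of inactives mirror those of a sister screen read the other way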
* hit, by the source's call; x = no result given. Not all compounds are listed (hit frequency here may not be typical).

Below each compound – mIAP act, SENP1 FRET inh, hIAP activ, A3A deaminase, A3G deaminase, MIN6 prolif, NLRP3 yeast inh, hIAP block, mIAP inh
Cc1nc(S(=O)(=O)c2ccc(Cl)cc2)nc2c1CCC2
  1.03, -0.2, 1.02, -2.9, -5.4, -1.7, -8.2, -1.9, -3.5
Clc1ccccc1C(c1ccccc1)(c1ccccc1)n1ccnc1
  1.05, -0.7, 0.94, 1.2, -6.3, -7.9, 3.9, 6.0, -5.2
Cc1ccc(C)c(N2CCN(S(=O)(=O)c3ccc4c(c3)CC(=O)N4C)CC2)c1
  1.02, -5.4, 1.16, -2.0, -6.5, 2.4, 17.9, -16.1, -2.3
O=C(CCN1C(=O)COc2ccccc21)NCCCN1CCc2ccccc2C1
  0.982, -17.9, 0.89, 9.5, -5.3, -0.1, 6.5, 11.0, 1.8
CC(=O)Oc1ccc2c(c1)OC(c1ccccc1)CC21CC(C)(C)NC(=S)N1 (stereo not given)
  0.989, 3.0, 1.14, -4.5, -5.1, 1.1, -9.5, -13.6, 1.1
CCOC(=O)NC(=O)C(=CNc1cccc(C)c1)C(=O)NC(=O)OCC
  1.09, 0.7, 0.931, 0.9, -0.4, -1.0, 13.0, 6.9, -9.5
CCOC(=O)c1c(N)sc(C(C)=O)c1C
  0.976, 0.9, 0.976, 0.5, 1.9, -0.9, 20.4, 2.4, 2.4
CCOC(=O)c1c(C(F)(F)F)nc2ncccn12
  0.628, 1.1, 0.935, 2.9, 2.5, -2.7, 3.8, 6.5, 37.2
Cc1cccn2c(=O)c(/C=C(\C#N)S(=O)(=O)c3ccccc3)c(N3CCN(Cc4ccccc4)CC3)nc12
  0.84, -56.4, 0.88, -5.3, -8.2, -1.7, 10.7, 12.0, 16.0
Cc1ccc(NC(=O)Cn2ccc([N+](=O)[O-])n2)cc1Cl
  0.894, 1.6, 0.849, -3.2, -7.5, -1.4, 8.7, 15.1, 10.6
O=C(Nc1ccc(OC(F)(F)F)cc1)c1[nH]ncc1[N+](=O)[O-]
  0.851, -0.1, 1.23, 4.2, -3.7, -2.5, 27.0, -22.6, 14.9
O=C(O)CCc1ccc(-c2ccc(Br)cc2)o1
  0.863, -3.0, 0.846, 1.3, -4.8, 0.5, 40.0, 15.4, 13.7
COc1ccccc1C(=O)OCC(=O)c1cccc([N+](=O)[O-])c1
  1.08, -2.0, 0.875, -2.1, -7.8, 0.0, 22.5, 12.5, -8.2
O=[N+]([O-])c1ccc(O)c(/C=N/n2c(CO)nc3ccccc32)c1
  0.952, -15.0, 0.841, 2.3, -2.9, -1.1, 11.5, 15.9, 4.8
O=C(NC(=O)c1ccccc1Cl)C(=O)Nc1ccc(Cl)cc1
  0.925, 1.4, 1.02, -0.4, -1.3, 1.2, 6.9, -2.2, 7.5
Cc1cccc(NC(=O)/C(=C\c2cccs2)NC(=O)c2ccccc2)c1
  0.962, 0.4, 1.04, 7.8, -1.4, -4.0, -0.5, -3.9, 3.8
COC(=O)Cc1n[nH]c(=S)[nH]c1=O
  0.707, 12.2, 1, 0.8, -5.2, -1.8, 16.7, -0.2, 29.3
COc1ccc(OC)c(NC(=O)COC(=O)c2ccc(OC)c(S(=O)(=O)N3CCOCC3)c2)c1
  0.982, 1.3, 0.864, -4.0, -8.3, 1.1, 14.3, 13.6, 1.8
O=C(NCCN1CCOCC1)C1CC(=O)N(c2ccc(Cl)cc2)C1 (stereo not given)
  1.06, -0.9, 0.93, 3.9, -3.7, -1.5, 7.0, 7.0, -6.2
COc1ccccc1C(=O)N1CCN(S(=O)(=O)Cc2ccccc2)CC1
  0.969, -1.4, 0.994, 4.4, 1.5, 1.0, 3.5, 0.6, 3.1
CCOc1ccc2ncc(S(=O)(=O)c3ccccc3)c(N3CCN(c4ccccc4)CC3)c2c1
  0.862, 0.2, 0.919, -1.5, -7.9, -5.3, 6.2, 8.1, 13.8
Cc1ccc(F)cc1NC(=O)COC(=O)c1ccc2ncsc2c1
  1.02, -29.3, 1.04, 0.1, -8.0, -1.1, 16.9, -4.2, -2.5
CN1C(=O)CSc2ccc(NC(=O)NCCC3=CCCCC3)cc21
  3.79*, 5.3, 1.96, 1.0, -3.5, 1.6, 10.3, -95.7, -279.0
COc1ccc(Cc2nnc(NC(=O)Nc3ccccc3)s2)cc1OC
  1.02, -0.3, 1.11, -3.8, -10.0, 0.3, 3.5, -11.4, -1.6
Cn1c(NCCN(CCO)CCCc2ccc([N+](=O)[O-])cc2)cc(=O)n(C)c1=O
  1.05, 3.5, 1.02, -0.5, -2.7, -1.4, 9.2, -2.5, -5.2
COc1ccc(N2CCN(S(=O)(=O)c3ccc(Br)s3)CC2)cc1
  0.927, 3.5, 0.856, -1.7, -0.8, 0.8, 45.6, 14.4, 7.3
COc1cccc(SCc2noc(C(=O)NCCCN3CCOCC3)c2C(=O)NCCCN2CCOCC2)c1
  0.977, 2.9, 1.15, -4.3, 2.6, -7.1, 8.5, -15.1, 2.3
Cc1cccc(NC(=O)C2(c3cccs3)CCOCC2)n1
  0.874, -14.2, 1.03, 4.4, 2.6, -1.5, 6.1, -2.6, 12.6
Nc1nc(N)nc(-c2ccccc2-c2nc(N)nc(N)n2)n1
  1.1, -0.8, 1.01, -4.0, -4.9, -2.3, 6.7, -0.8, -10.2
CCN(CC)CCCN1C(=O)C(=O)/C(=C(/O)c2ccccc2)C1c1cc(OC)ccc1OC (stereo not given)
  1.03, 1.9, 1.02, -5.4, -5.7, -1.2, 2.2, -2.0, -2.9
O=P(O)(CP(=O)(c1ccccc1)c1ccccc1)c1ccccc1O
  1.03, 3.9, 0.951, -4.7, -3.9, 0.7, -8.0, 4.9, -3.4
CCOc1ncccc1C(=O)N1CCN(S(=O)(=O)c2ccccc2)CC1
  1.02, -1.0, 1.09, -0.5, -10.5, -2.0, 2.2, -8.8, -2.5
CCOC(=O)N1CCC(N2Cc3cccc(C(=O)O)c3C2=O)CC1
  1, 2.3, 0.844, 2.1, 0.0, 0.1, 23.0, 15.6, 0.0
Cc1cc(Cl)c(S(=O)(=O)N2CCCCCC2)cc1OCC(N)=O
  0.994, 0.8, 0.933, 1.9, 0.7, 0.2, 4.1, 6.7, 0.6
CCN(CC)C(=O)CSc1nnc(-c2ccccn2)n1Cc1ccccc1
  0.974, 0.4, 0.912, -0.1, -4.4, 4.6, -2.6, 8.8, 2.6
Cc1cc(C)cc(NC(=O)CSc2nnc(-c3ccc(S(=O)(=O)N4CCCC4)cc3)o2)c1
  0.975, 3.2, 0.954, -3.6, -7.4, -2.8, 10.7, 4.6, 2.5
O=C(COC(=O)c1cc(S(=O)(=O)N2CCOCC2)ccc1O)Nc1ccc2c(c1)OCO2
  0.992, -1.3, 0.956, -6.0, -6.8, -1.8, 3.8, 4.4, 0.8
NC(=O)c1cc[n+](Cc2ccc([N+](=O)[O-])cc2)cc1
  1.04, -0.6, 0.946, -1.3, -1.9, -1.1, 7.4, 5.4, -4.1
COC(=O)c1ccc(NC(=O)CN2CCN(CCO)CC2)cc1
  1.05, 3.2, 0.905, 4.2, 0.9, 0.8, 7.5, 9.5, -5.0
COc1cc(S(=O)(=O)N2CCOCC2)ccc1NC(=O)COC(=O)c1ccc(Cl)nc1
  1.03, -1.2, 0.946, 7.2, 2.9, 0.2, -2.9, 5.4, -2.6
Cc1ccc(C(=O)OCC(=O)Nc2ccc(C(N)=O)cc2)s1
  1.14, 1.4, 1.02, 1.8, -6.7, -0.2, 16.7, -1.7, -13.6
O=C(NCC1CCCO1)C1CCCN(S(=O)(=O)c2ccc(Br)cc2)C1 (stereo not given)
  0.991, -1.7, 1.32, -5.3, -4.6, -3.1, 0.5, -32.1, 0.9
C/C(=N\NC(=O)c1ccccn1)c1ccc(C(=O)O)s1
  0.991, x, 1.12, 1.9, -2.6, 0.9, 8.2, -11.7, 0.9
Cc1ccc2c(c1)C(c1ccc(F)cc1)N(C(=O)c1ccc(S(=O)(=O)N(C)C)cc1)CC(=O)N2 (stereo not given)
  0.949, 2.8, 0.972, -2.1, -4.6, -0.8, 20.8, 2.8, 5.1
c1ccc2c(c1)ncn2CCOCCOCCn1cnc2ccccc21
  0.975, -1.0, 1.08, -11.5, -2.9, 1.2, -4.9, -8.3, 2.5
CC(C)C1Nc2ccc(C(=O)NCCCN3CCOCC3)cc2NC1=O (stereo not given)
  1.07, 2.4, 0.899, 1.8, -4.3, -3.0, 11.3, 10.1, -6.7
COCCNC(=S)NN(c1ccccc1)c1ccccc1
  1.03, -0.7, 0.932, -1.4, -5.2, 9.0*, -5.5, 6.8, -3.3
O=C(Nc1cc(F)ccc1F)c1cccc(-n2cnnn2)c1
  0.963, 1.6, 0.959, 9.1, -10.6, 0.8, 5.9, 4.1, 3.7
CC(=O)c1ccc(-c2csc(N3CCC(C(N)=O)CC3)n2)cc1
  0.959, x, 1.02, -4.2, -7.0, -0.3, 4.7, -2.0, 4.1
CC(=O)Nc1ccc(S(=O)(=O)C(C#N)c2nc3ccccc3nc2NCCCO)cc1 (stereo not given)
  0.948, -56.7, 1.14, -8.9, 5.3, -3.0, 2.0, -13.6, 5.2
Cc1ccc(/C=C/C(=O)O)cc1S(=O)(=O)NCc1ccco1
  1.01, 1.8, 0.824, 3.9, -0.1, 2.3, 1.4, 17.5, -1.2
CCOC(=O)Cn1c(=O)oc2cc(S(=O)(=O)NC3CCCCC3)ccc21
  1.07, 6.1, 1.11, -7.4, -15.8, 5.9, -11.5, -10.8, -6.6
CCc1nnc(NC(=O)CSc2ncnc3c2cnn3-c2ccc(OC)cc2)s1
  0.874, -7.5, 0.931, 5.3, 10.7, 1.2, 20.2, 6.9, 12.6
C=C(C)n1c(=O)[nH]c2ccccc21
  1.01, 2.3, 0.889, -2.8, -4.7, 0.5, 8.4, 11.1, -0.8
